ERa SRC1 inh = ER-alpha (human) coactivator binding inhibition; P03372; TR-FRET ER-alpha LBD / SRC-1 peptide, estradiol-bound; inhibition, % at 25.6 µM; hit rate 1.7% among 86,000; AID 629; in the data active means inhibition above about 50%;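 further: 0% = receptor plus peptide control and 100% = peptide only without receptor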
Mac1 fbg inh = CD11b/CD18-fibrinogen binding inhibition; inhibition, % at 10 µM; K562 CD11b/CD18 adhesion to fibrinogen, ATPlite luminescence; Mn2+ added to activate the integrin; hit rate 0.54% among 93,000; P05107+P11215; AID 1497;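 active means primary inhibition of 50% or more at 10 µM, then 40% or more on retest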; further: some results filed as inactive read as strong as hits
ERa coact pot = ER-alpha (human) coactivator binding potentiation | P03372 | hit rate 1.3% among 86,000 | coactivator binding (% of control), % at 25.6 µM | AID 639 | TR-FRET ERalpha-LBD/SRC-Cy5 coactivator binding, 2 h; 100 = basal binding, no effect; in the data active means activity above about 200%;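 further: binding measured in presence of low estradiol as agonist stimulus; 0% = peptide alone without receptor and 100% = receptor with peptide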
HIV Rev-RRE inh = HIV Rev-RRE protein-RNA interaction inhibition; AID 704; inhibition, % at 8 µM; hit rate 0.79% among 97,000; Rev peptide-RRE RNA binding, FRET; P05866;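 active means inhibition above the screen-wide mean plus 3 SD, cut at about 35% in these data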;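 further: 0% = median DMSO wells and 100% = median Neomycin B control wells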
Target sequence (P05866 whole entry, looked up): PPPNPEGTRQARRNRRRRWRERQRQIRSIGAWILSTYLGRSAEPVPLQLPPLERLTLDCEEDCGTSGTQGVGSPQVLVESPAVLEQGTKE
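Assay system: Rev peptide and RRE RNA, both fluorescently labelled; times: 5 min preincubation and 15 min binding, 25 °C; detection: FRET, ex 480 nm, em 540 and 671 nm; read-out basis: % inhibition from 671/540 nm acceptor-to-donor ratio, scaled between controls; benchmarks: DMSO low control, neomycin B high control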
Plk1 PBD FP = blocks phosphopeptide binding to human Plk1 polo box domain | Plk1 PBD phosphopeptide binding, fluorescence polarization | inhibition, %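 (tested at about 20 µM)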 | hit rate 0.13% among 97,000 | AID 693; in the data active means inhibition above about 34%, passing the limit was not always enough
Target sequence (P53350 whole entry, looked up, the tested form may be a part): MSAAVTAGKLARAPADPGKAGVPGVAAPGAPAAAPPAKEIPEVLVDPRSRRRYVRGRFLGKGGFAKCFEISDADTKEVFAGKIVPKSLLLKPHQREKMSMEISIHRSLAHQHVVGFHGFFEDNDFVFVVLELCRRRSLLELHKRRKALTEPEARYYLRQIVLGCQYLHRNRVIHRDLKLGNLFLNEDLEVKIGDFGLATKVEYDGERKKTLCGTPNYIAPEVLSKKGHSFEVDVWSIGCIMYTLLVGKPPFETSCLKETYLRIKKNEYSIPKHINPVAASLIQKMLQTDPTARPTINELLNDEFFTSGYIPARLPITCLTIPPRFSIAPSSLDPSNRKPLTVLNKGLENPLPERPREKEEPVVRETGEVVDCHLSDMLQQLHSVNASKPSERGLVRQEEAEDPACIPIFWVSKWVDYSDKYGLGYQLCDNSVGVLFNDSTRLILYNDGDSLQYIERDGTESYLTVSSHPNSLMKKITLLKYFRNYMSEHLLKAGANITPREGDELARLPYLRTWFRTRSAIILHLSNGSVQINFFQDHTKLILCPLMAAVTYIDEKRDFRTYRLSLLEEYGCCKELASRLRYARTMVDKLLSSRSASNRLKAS
ERb SRC1 inh = blocks coactivator binding to human estrogen receptor beta; AID 633; hit rate 1.3% among 86,000; Q92731; TR-FRET ER-beta LBD / SRC1-Cy5 peptide binding; receptor agonist-loaded with 1 µM estradiol; inhibition, % at 25.6 µM;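 active means compounds whose percent inhibition of the receptor-coactivator binding signal exceeds about 50% in the single-dose screen, limit read from the data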;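 further: 0% = receptor plus peptide wells without compound and 100% = peptide-only wells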
PLK1 kinase inh = inhibitors of human PLK1 kinase; recombinant PLK1 kinase, TR-FRET peptide phosphorylation; inhibition, % at 10 µM; hit rate 0.53% among 97,000;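 active means inhibition of 50% or more in the single-concentration screen; inactive means inhibition below 50%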;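 further: 0% = DMSO max control and 100% = H-89 dihydrochloride min control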
CD11b adhes enh = CD11b/CD18-fibrinogen binding enhancement; K562 CD11b/CD18 adhesion to fibrinogen, ATPlite luminescence; activation, % at 10 µM; hit rate 0.07% among 93,000; AID 1499;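 active means 10 µM primary screen giving 50% or more activity, confirmed by 40% or more on retest at that dose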; further: strong numbers were not always called active
FAK inh = inhibitors of human focal adhesion kinase; biochemical FAK kinase activity assay; inhibition, %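 (tested at 7 µM)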; hit rate 0.84% among 97,000; AID 727; in the data active means inhibition above about 19%;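 further: 0% = DMSO and 100% = reference compound high control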
An asterisk follows results filed as active; x = no result given; [ ] = dose if it differs, or a comment. Rows are unselected; any-hit rate near 4.7%.

SMILES	ERa SRC1 inh	Mac1 fbg inh	ERa coact pot	HIV Rev-RRE inh	Plk1 PBD FP	ERb SRC1 inh	PLK1 kinase inh	CD11b adhes enh	FAK inh
CC(C)(C)c1ccc(C(=O)N2CCC(C(=O)NCc3ccncc3)CC2)cc1	-7	-19	107	-3	-1	-8	-5	0	-2
CCCCOC(=O)c1cc(=O)[nH]c2ccccc12	0	-13	97	4	11	5	12	7	5
COc1ccccc1CC(NC(C)=O)C(=O)N1CCN(C(=O)c2cccs2)CC1 (stereo not drawn)	-17	x	115	-2	1	-15	-6	x	0
O=C1c2cccnc2C(=O)N1Cc1cccs1	5	-10	85[fluorescence artefact?]	10	-35	5	-19	0	-1
CSC1=NCCN1C(=O)C(C)Oc1ccccc1 (stereo not drawn)	-2	5	120	x	x	-12	x	0	x
CCn1c2ccccc2c2cc(NC(=O)CSc3nnc(-c4cccc(OC)c4)n3N)ccc21	x	4	x	2	19	x	-14	8	6
Cn1c(=O)c2c(nc(CN3CCN(Cc4ccccc4)CC3)n2CCN2CCOCC2)n(C)c1=O	3[fluorescence artefact?]	-11	111	2	25	10[fluorescence artefact?]	6	-4	-1
COc1ccc(Oc2nc3c(c(=O)n(C)c(=O)n3C)n2Cc2ccccc2)cc1	2	-16	208*[fluorescence artefact?]	1	6	1	-3	2	3
CC1Cc2cc(/C(O)=C3/C(=O)C(=O)N(CC4CCCO4)C3c3ccco3)ccc2O1 (stereo not drawn)	19	28	77	-4	5	27	-11	2	-5
O=C(O)CC1=C(O)C(=O)N(c2ccccc2)C1c1ccccc1 (stereo not drawn)	-4	0	119	x	x	0	x	1	x
c1ccc(CCNc2nc(-c3cccnc3)cs2)cc1	x	-27	x	2	11	x	2	7	9
Cn1c(=O)c2c(nc(NCCc3ccccc3)n2CC(=O)NCCc2ccccc2)n(C)c1=O	17	-12	229*[fluorescence artefact?]	-4	15	34	-6	-4	2
O=c1c2cc(Cl)ccc2oc2nc3n(c(=O)c12)CCCS3	34[fluorescence artefact?]	-2	107	5	20	6[fluorescence artefact?]	-3	-5	11
CCN(Cc1ccccc1)C(=O)c1ccccc1C	-13	3	110	-1	0	-19[fluorescence artefact?]	6	-2	1
CCCCCOC(=O)C1[C@H]2C(=O)N(CCCOC)C[C@]23C=C[C@H]1O3 (stereo partly drawn)	-3	-2	122	-5	10	-8[fluorescence artefact?]	2	-3	-2
CC(C)[C@H](NS(=O)(=O)c1ccccc1)C(=O)OCC(=O)NC(=O)c1cccn1C	-8	5	104	9	-25	-3	12	-7	3
Cc1noc(C)c1S(=O)(=O)NCCCN1CCN(Cc2ccccc2)CC1	20[fluorescence artefact?]	-8	108	-1	1	-2	-7	4	-2
CCOc1ccc(S(=O)(=O)NCCC(=O)OCN2C(=O)c3ccccc3C2=O)cc1	8	33	103	5	-8	0[fluorescence artefact?]	-8	2	4
C=CCN1C(=O)/C(=C\c2ccc(Cl)cc2)N=C1SCC(=O)NCCC	x	2	x	7	3	x	-15	4	2
CCOc1cc(C2Nc3cccc4cccc(c34)N2)ccc1O	7[fluorescence artefact?]	-6	52[fluorescence artefact?]	1	8	27[fluorescence artefact?]	11	12	0
COc1cc(-c2c(C#N)c(=O)[nH]c3c2c(C)nn3-c2ccccc2)ccc1O	-8	5	100	2	-5	4	-5	2	-3
S=C(NCCN1CCOCC1)N/N=C/c1ccccc1	x	17	x	6	7	x	-12	-1	-5
CC1=NC(=O)C(N=Nc2cccc(O)c2)N1c1ccccc1 (stereo not drawn)	4	8	78	13	-22	17	-6	-2	0
CCOC(=O)c1c(C)[nH]c(C(=O)CSc2nnnn2-c2ccc(C)cc2)c1C	-2	-53	123	-3	-24	0	1	12	1
COCCn1c(CN(C)Cc2ccccc2)nc2c1c(=O)n(C)c(=O)n2C	8[fluorescence artefact?]	0	93[fluorescence artefact?]	2	-18	1[fluorescence artefact?]	1	2	0

Fetched by compound from the entries so far, two records:
SMILES	ERa SRC1 inh	Mac1 fbg inh	ERa coact pot	HIV Rev-RRE inh	Plk1 PBD FP	ERb SRC1 inh	PLK1 kinase inh	CD11b adhes enh	FAK inh
CCN(Cc1ccccc1)C(=O)c1ccccc1C	-13	3	110	-1	0	-19[fluorescence artefact?]	6	-2	1
CC(C)(C)c1ccc(C(=O)N2CCC(C(=O)NCc3ccncc3)CC2)cc1	-7	-19	107	-3	-1	-8	-5	0	-2

(further entries)
SMILES	ERa SRC1 inh	Mac1 fbg inh	ERa coact pot	HIV Rev-RRE inh	Plk1 PBD FP	ERb SRC1 inh	PLK1 kinase inh	CD11b adhes enh	FAK inh
COC(=O)C1=C(Nc2ccc(C)cc2)C=C(C)C(C(=O)OC)C1c1ccc(OC)cc1 (stereo not drawn)	-7	x	118	-7	9	-5	-6	x	-2
Cc1nc2ccc(N)cc2s1	-7	-45	113	6	11	-16	-10	5	-3
Cc1ccccc1OCC(=O)NN1Cc2ccccc2C1=N	x	-27	x	-8	-20	x	20	-4	0
Cc1c(Nc2cc(N3CCCC(C)C3)c3nonc3c2[N+](=O)[O-])c(=O)n(-c2ccccc2)n1C (stereo not drawn)	x	1	x	1	-6	x	-9	4	0
Cc1nc(NCC2CCCO2)nc2c1C(=O)CC(C)(C)C2 (stereo not drawn)	4[fluorescence artefact?]	-1	102	-1	-4	1[fluorescence artefact?]	7	1	6
CCCCn1c(CCC(=O)O)ccc1-c1cccs1	x	19	x	-2	-4	x	-12	1	-2
CCc1c(C)nc2cc(-c3ccc(OC)c(OC)c3)nn2c1N1CCCC1	-1	-2	108	7	16	-4	3	-1	19
COCCOC(=O)C1=C(C)NC(=O)NC1c1cn(-c2ccccc2)nc1-c1cccs1 (stereo not drawn)	-6	-17	120	9	12	-6	-15	0	-2
O=C(NCC1CCCO1)NC1CCCCC1 (stereo not drawn)	-4	x	108	3	-12	-8	-12	x	2
O=C(CSc1nnc(-c2ccncc2)n1C1CCCCC1)Nc1cccc(O)c1	4	-1	101	8	-19	2	-8	0	-4
CCN1CCN(c2c(Cl)cccc2NC(=O)c2ccc(Br)o2)CC1	-11	-49	92	4	6	21	2	4	13
CCOC(=O)CSC1=C(C#N)C(c2ccco2)C(C(=O)Nc2cccc(C(F)(F)F)c2)=C(C)N1 (stereo not drawn)	-18	-4	125	8	11	-10	-21	13	-1
CCCCNC(=O)C1CCCN1C(=O)Nc1cccc(OC)c1 (stereo not drawn)	-31	11	105	7	12	-27	-6	-4	2
COc1ccc(Sc2cc(C(F)(F)F)nc(-c3ccccn3)n2)cc1	x	x	x	10	2	x	-8	x	-13
O=C(COc1ccccc1)Nc1ccc(-c2nnc(-c3ccco3)o2)cc1	36	18	109	7	-16	12	-6	4	-15
O=C1c2ccccc2NC(c2ccc(Cl)cc2Cl)N1O (stereo not drawn)	5	-2	116	0	26	11	-6	-5	2
COc1cc(C(=O)N2CCN(C(=O)COc3ccc4ccccc4c3)CC2)cc(OC)c1OC	x	5	x	5	-2	x	-10	2	5
Nc1ccc2c(c1)C(=O)N(CCCC(=O)O)C2=O	1	20	116[fluorescence artefact?]	15	-6	6[fluorescence artefact?]	-6	2	4
Cc1nn(C)c(C)c1/C=N/NC(=O)c1csc2ccccc12	x	-5	x	-1	1	x	-1	-4	-5
O=C(O)C1CCC(=O)N1C1CCCC1 (stereo not drawn)	0	-29	110	x	x	-9	x	1	x
CCOc1cccc2cc(C(N)=O)c(=NCc3ccccc3)oc12	-1	x	108	9	-4	6	-9	x	16
O=c1c([N+](=O)[O-])cc(C(F)(F)F)cn1Cc1c(Cl)cccc1Cl	x	x	x	8	2	x	-6	x	2
Cc1scc(C(=O)NCc2ccco2)c1-c1ccccc1	16	-4	145	x	x	16	x	-6	x
c1ccc2cc(Sc3ncnc4c3oc3ccccc34)ccc2c1	14[fluorescence artefact?]	-15	113	5	1	5[fluorescence artefact?]	-13	7	-1
Nc1nc2ccccc2n1/N=C/c1ccc(Br)cc1	4	6	89	4	9	-8	16	0	4

Additional structures
SMILES	ERa SRC1 inh	Mac1 fbg inh	ERa coact pot	HIV Rev-RRE inh	Plk1 PBD FP	ERb SRC1 inh	PLK1 kinase inh	CD11b adhes enh	FAK inh
COc1cc(-c2nc(-c3ccc(-c4ccccc4)nc3OC)no2)cc(OC)c1OC	0[fluorescence artefact?]	-12	155	x	x	9[fluorescence artefact?]	x	-4	x
Cc1ccc(NC(=O)CN2CCC3(O)CCCCC3C2c2ccc3c(c2)OCO3)c(C)c1 (stereo not drawn)	-11	-2	96	14	16	0	-10	-2	5
CC(=O)Nc1nc2ccccc2n1Cc1ccccc1	-3	x	102	4	1	-4	-3	x	2
Cc1ccc(S(=O)(=O)N(CC(O)CN(C)C)c2ccccc2)cc1 (stereo not drawn)	-3	1	96	-5	-12	2	3	1	0
CCN(CC(=O)Nc1ccc(N2CCOCC2)cc1)Cc1nc2ccccc2c(=O)[nH]1	4	x	109	4	35	-7	-11	x	4
O=C(NCCSc1c[nH]c2ccccc12)c1ccc(Br)o1	7	-6	130[fluorescence artefact?]	3	6	-6	39	-1	-2
O=C1c2ccccc2NC(c2ccc(-c3ccc(Br)cc3)o2)N1O (stereo not drawn)	x	-7	x	5	2	x	-14	-4	16
O=C(CN1CCN(Cc2ccccc2Cl)C1=O)NCc1ccco1	-3	7	96	5	0	-5	-8	-1	-3
O=C(NCc1ccc2c(c1)OCO2)C1CCN(C(=O)Nc2ccc(Cl)cc2)CC1	6[fluorescence artefact?]	4	121[fluorescence artefact?]	-1	1	7[fluorescence artefact?]	3	3	-1

Ordered by SMILES length (ascending): some entries from above
SMILES	ERa SRC1 inh	Mac1 fbg inh	ERa coact pot	HIV Rev-RRE inh	Plk1 PBD FP	ERb SRC1 inh	PLK1 kinase inh	CD11b adhes enh	FAK inh
O=C(O)C1CCC(=O)N1C1CCCC1 (stereo not drawn)	0	-29	110	x	x	-9	x	1	x
CC(=O)Nc1nc2ccccc2n1Cc1ccccc1	-3	x	102	4	1	-4	-3	x	2
Nc1nc2ccccc2n1/N=C/c1ccc(Br)cc1	4	6	89	4	9	-8	16	0	4
Cc1scc(C(=O)NCc2ccco2)c1-c1ccccc1	16	-4	145	x	x	16	x	-6	x
c1ccc2cc(Sc3ncnc4c3oc3ccccc34)ccc2c1	14[fluorescence artefact?]	-15	113	5	1	5[fluorescence artefact?]	-13	7	-1
O=C(CN1CCN(Cc2ccccc2Cl)C1=O)NCc1ccco1	-3	7	96	5	0	-5	-8	-1	-3
Cc1nn(C)c(C)c1/C=N/NC(=O)c1csc2ccccc12	x	-5	x	-1	1	x	-1	-4	-5
O=C1c2ccccc2NC(c2ccc(-c3ccc(Br)cc3)o2)N1O (stereo not drawn)	x	-7	x	5	2	x	-14	-4	16
Cc1ccc(S(=O)(=O)N(CC(O)CN(C)C)c2ccccc2)cc1 (stereo not drawn)	-3	1	96	-5	-12	2	3	1	0
O=c1c([N+](=O)[O-])cc(C(F)(F)F)cn1Cc1c(Cl)cccc1Cl	x	x	x	8	2	x	-6	x	2
COc1cc(-c2nc(-c3ccc(-c4ccccc4)nc3OC)no2)cc(OC)c1OC	0[fluorescence artefact?]	-12	155	x	x	9[fluorescence artefact?]	x	-4	x
CCN(CC(=O)Nc1ccc(N2CCOCC2)cc1)Cc1nc2ccccc2c(=O)[nH]1	4	x	109	4	35	-7	-11	x	4
Cc1ccc(NC(=O)CN2CCC3(O)CCCCC3C2c2ccc3c(c2)OCO3)c(C)c1 (stereo not drawn)	-11	-2	96	14	16	0	-10	-2	5
COc1cc(C(=O)N2CCN(C(=O)COc3ccc4ccccc4c3)CC2)cc(OC)c1OC	x	5	x	5	-2	x	-10	2	5

Source: PubChem (several laboratories)
